Source: PubChem (National Center for Advancing Translational Sciences (NCATS))
JMJD2A Tudor inh: qHTS Assay for Inhibitors of JMJD2A-Tudor Domain. 4.4% of 390,000 active. Potency, µM (doses to about 114 µM), for inactives: top-dose activity change, negative = inhibition, hits mostly inhibitors. AID 504339, 2011. Lysine-specific demethylase 4A (Homo sapiens), O75164. AlphaScreen JMJD2A-Tudor / H3K4me3 peptide binding; also: % is scaled to controls: 0 for no effect and ±100 for the full control effect; nearly all actives have a fitted effect of over 50% in size
G9a block: qHTS Assay for Inhibitors of Histone Lysine Methyltransferase G9a. AID 504332, 2011. Histone-lysine N-methyltransferase EHMT2 (Homo sapiens), Q96KQ7. 8.8% of 350,000 active. G9a H3K9 monomethylation, AlphaScreen, 2 h. Potency, µM (series often up to 102 µM), without a hit: at the highest dose activity, negative = inhibition, most hits filed as inhibitors; also: % is scaled to controls: 0 for no effect and ±100 for the full control effect; nearly all actives have a fitted effect of over 75% in size
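Readings reflect AlphaScreen signal from monomethyl-H3K9 antibody detection. HMT at 20 nM; substrate b-H3K9 500 nM; cofactor SAM 20 uM; 2 h RT reaction; compounds tested as titrations in qHTS with 15 min preincubation.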
POLI inh: qHTS for Inhibitors of Polymerase Iota; DNA polymerase iota (Homo sapiens), Q9UNA4; Pol iota fluorescent replication assay, 10 min; Potency, µM (titrated, usually from 115 µM), for inactives: at the top dose activity, negative = inhibition, most hits filed as inhibitors; 1% of 390,000 active; AID 588590, 2011
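Pol iota at 10 nM preincubated 15 min with compounds at room temperature; reaction started with fluorescent substrate, 50 nM final. Fluorescence read kinetically at 0 and 10 min; buffer-only wells as negative control.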
BLM inh: qHTS Assay for Inhibitors of Bloom's syndrome helicase (BLM). AID 2528, 2010. 0.2% of 350,000 active. RecQ-like DNA helicase BLM (Homo sapiens), P54132. Potency, µM (series often up to 56.1 µM), without a hit: at the top dose activity change, negative = inhibition, most hits filed as inhibitors. recombinant BLM DNA unwinding, fluorescence dequenching;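 also: plate controls were vehicle for no effect and no enzyme for full effect; nearly all actives have a fitted effect of over 35% in size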
Pin1 inh: qHTS Assay to Find Inhibitors of Pin1; AID 504891, 2011; Pin1 FP peptide displacement, HiFluor488, 10 min; Peptidyl-prolyl cis-trans isomerase NIMA-interacting 1 (Homo sapiens), Q13526; 0.009% of 390,000 active; Potency, µM (series often up to 115 µM), inactives show at the highest dose activity, negative = inhibition, most hits filed as inhibitors; active = well fitted inhibition curve with a large enough effect in the polarisation, with a control signal flat, not every such curve was filed as active; inconclusive = small, poorly fitted or top-dose-only effect, or effect the other way, or a change in a side signal; inactive = no such curve, though single readings can be large or run the other way; the % refers to the polarisation; also: % is scaled to controls: 0 for no effect and ±100 for the full control effect
Target sequence (Q13526 whole entry, looked up): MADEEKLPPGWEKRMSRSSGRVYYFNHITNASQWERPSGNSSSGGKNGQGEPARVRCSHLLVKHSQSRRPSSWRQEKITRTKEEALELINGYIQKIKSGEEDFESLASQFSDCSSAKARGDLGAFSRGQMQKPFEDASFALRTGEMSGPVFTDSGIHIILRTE
HP1b binding inh: HTS for Inhibitors of HP1-beta Chromodomain Interactions with Methylated Histone Tails. AlphaScreen HP1-beta / biotin-H3K9me3 peptide binding. AID 540317, 2011. Chromobox protein homolog 1 (Homo sapiens), P83916. Potency, µM (doses to about 114 µM), without a hit: at the highest dose activity change, negative = inhibition, most hits filed as inhibitors. 0.56% of 390,000 active; also: nearly all actives have a fitted effect of over 70% in size; inactives centre near 23
Target sequence (P83916 whole entry, looked up): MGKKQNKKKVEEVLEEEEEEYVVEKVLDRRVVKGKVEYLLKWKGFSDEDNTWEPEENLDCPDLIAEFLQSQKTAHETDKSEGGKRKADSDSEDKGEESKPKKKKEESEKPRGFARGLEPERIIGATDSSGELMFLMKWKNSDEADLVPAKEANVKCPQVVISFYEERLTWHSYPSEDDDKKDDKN
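HP1-beta protein (50 nM final) preincubated 30 min at room temperature with biotinylated H3(1-18)K9me3 peptide (50 nM) in PBS pH 7.4, 0.01% Tween-20, then compound added for 30 min. AlphaScreen streptavidin donor/nickel chelate acceptor beads (10 ug/mL final), 30 min dark, luminescence read.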
BAZ2B inh: qHTS Assay for Inhibitors of BAZ2B | AlphaScreen BAZ2B-H3K14Ac peptide displacement | Bromodomain adjacent to zinc finger domain protein 2B (Homo sapiens), Q9UIF8 | 4.4% of 360,000 active | Potency, µM (titrated, usually from 114 µM), for the others: top-dose activity change, negative = inhibition, usual class: inhibitors; also: % is scaled to controls: 0 for no effect and ±100 for the full control effect; nearly all actives have a fitted effect of over 60% in size
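BAZ2B (50 nM) with biotin-H3(5-23)K14Ac peptide (50 nM) in PBS pH 7.4, 0.01% Tween-20, preformed 30 min, then compound 30 min at room temperature; top concentration 110uM. AlphaScreen streptavidin donor/nickel chelate acceptor beads (10 ug/mL final), 20 min dark, signal read.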
GLS inhibitor: qHTS for Inhibitors of Glutaminase (GLS); Potency, µM (top dose mostly 45.5 µM), without a hit: at the top dose activity change, negative = inhibition, hits mostly inhibitors; GLS enzymatic activity, qHTS titration; 0.21% of 410,000 active; Glutaminase kidney isoform, mitochondrial (Homo sapiens), O94925; AID 624170, 2012; also: % is scaled to controls: 0 for no effect and ±100 for the full control effect
Target sequence (O94925 whole entry, looked up, canonical isoform): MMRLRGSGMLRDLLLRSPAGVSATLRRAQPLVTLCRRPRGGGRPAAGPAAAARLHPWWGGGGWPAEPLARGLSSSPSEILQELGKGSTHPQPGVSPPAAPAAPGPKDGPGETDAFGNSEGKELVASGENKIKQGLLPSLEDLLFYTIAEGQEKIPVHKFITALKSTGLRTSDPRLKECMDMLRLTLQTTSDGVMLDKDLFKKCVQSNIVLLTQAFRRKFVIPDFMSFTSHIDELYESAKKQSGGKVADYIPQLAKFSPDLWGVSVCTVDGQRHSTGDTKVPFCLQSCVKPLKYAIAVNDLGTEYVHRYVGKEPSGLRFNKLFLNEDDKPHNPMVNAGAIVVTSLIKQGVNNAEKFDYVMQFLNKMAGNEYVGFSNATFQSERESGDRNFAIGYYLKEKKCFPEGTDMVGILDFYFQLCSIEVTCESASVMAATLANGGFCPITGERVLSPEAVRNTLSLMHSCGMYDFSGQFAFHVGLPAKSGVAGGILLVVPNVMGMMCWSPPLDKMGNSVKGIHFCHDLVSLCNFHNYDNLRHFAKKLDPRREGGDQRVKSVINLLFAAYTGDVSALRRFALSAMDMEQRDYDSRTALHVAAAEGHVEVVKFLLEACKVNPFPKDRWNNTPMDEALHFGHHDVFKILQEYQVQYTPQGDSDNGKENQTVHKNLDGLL
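hKGA in 45 mM KH2PO4 pH 8.2, 0.02% Tween-20 with pin-transferred compounds; 1 mM L-glutamine (stock) plus glutamate oxidase/HRP/Amplex Red coupling added. Fluorescence read initially and after 30 min at RT.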
Tb PGK inh: qHTS Assay to Find Inhibitors of Phosphoglycerate Kinase; 0.043% of 380,000 active; Potency, µM (top dose mostly 57.5 µM), inactives show at the top dose activity change, negative = inhibition, actives largely listed as inhibitors; Phosphoglycerate kinase, glycosomal (Trypanosoma brucei brucei), P07378; PGK/GAPDH coupled, Kinase-Glo luminescence, 60 min; also: % is scaled to controls: 0 for no effect and ±100 for the full control effect; nearly all actives have a fitted effect of over 60% in size
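Recombinant glycosomal PGK reaction used 1,3-bisphosphoglycerate generated in-well by GAPDH (100nM final) in 100mM TEA pH 7.6, 5mM MgCl2, 0.01% Tween-20. After 60 minutes at room temperature, ATP was read by Kinase-Glo Plus luminescence end-point.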
An asterisk follows results filed as active; i = inactive; ? = inconclusive; · = no result given; & = joins results of further samples; [ ] = remark or other dose. Unless noted, calls follow the shape of the dose curve; as a rule, active = well fitted curve in the direction sought with a large enough effect; inconclusive = small, poorly fitted or top-dose-only effect, or another doubt; inactive = no such curve, though single readings can be large; an effect the other way counts as inactive or inconclusive. Potency is read from the fitted curve at half-maximal effect. An excerpt. The share of hits here may be higher or lower than overall.

SMILES | JMJD2A Tudor inh | G9a block | POLI inh | BLM inh | Pin1 inh | HP1b binding inh | BAZ2B inh | GLS inhibitor | Tb PGK inh
CCOC(=O)c1cccc(N2C(=O)C3C(C2=O)C2C=CC3C23CC3)c1 (stereo unspecified) | 6% | -1% | -6% | -2% | -1% | 28% | -4% | -1% | -7%
CC(C)Cn1cnc2c1c(=O)n(CC(O)c1ccccc1)c(=O)n2CC(C)C (stereo unspecified) | -18% | -12%[12.7 µM] | 15% | 0% | -11% | -3% | -15% | 0% | i
O=C(O)c1ccccc1N/N=C\c1ccnc2ccccc12 | ? | ? | -22% | 0% | -3% | 1% | -6%[57.1 µM] | 10% | -4%
CC(OC(=O)c1cccc(-n2cnnn2)c1)C(=O)NCc1ccccc1 (stereo unspecified) | -14% | -2% | -5% | · | -8% | 0% | 9% | 1% | -12%
CN(NC(=O)c1ccccc1)c1ncc(C(F)(F)F)cc1Cl | -16% | 1% | 3% | -11% | -2% | 10% | -3% | 1% | i
O=C(CCCN1C(=O)/C(=C\c2ccco2)SC1=S)Nc1ccc(O)cc1C(=O)O | 22µM* | 10µM* | 8.9µM* | 40%[activator] | ? | 25µM* | 14µM* | ? | ?
CC1(c2ccc3ccccc3c2)NC(=O)N(CC(=O)NCC(C)(C)N2CCOCC2)C1=O (stereo unspecified) | -3% | 8% | 47%[activator] | · | -7% | 14% | 6% | 5% | -3%
CCOc1ccccc1OCC(=O)Nc1ccc2[nH]c(=O)[nH]c2c1 | -17% | 39%[activator][12.7 µM] | 16% | · | -21% | 27% | 0% | 11% | -2%
COC(=O)C1=C(C)NC(=O)NC1c1ccccc1Cl (stereo unspecified) | -7% | · | -6% | -4% | 4% | 22% | -10% | 1% | 4%
O=C(NCCc1ccc(Cl)cc1)C1CCN(c2ncnc3c2nc2n3CCCCC2)CC1 | -14% | 3%[59 µM] | 12% | 2% | -1% | 8% | 5% | -8% | 7%
COc1ccc(-c2cc(C)no2)cc1S(=O)(=O)N(C)c1ccc(C)c(C)c1 | -7% | 10%[59 µM] | 21% | -8% | 0% | 17% | -15% | 11% | 1%
CC(C)(C)NC(=O)c1ccnc(C(C)(C)C)c1 | -3% | -1%[12.7 µM] | -11% | 1% | 0% | 25% | 4% | -9% | -9%
NC(=O)C1CCN(C(=O)OCc2ccccc2)CC1 | 8% | -3% | -3% | 0% | -4% | 28% | 7% | 6% | -1%
CCOc1ccc(CN(CCO)CCO)cc1C(=O)OC | -4% | -6% | 7% | 1% | 9% | 8% | 4% | 0% | -1%
COc1ccc(C2CC(=O)c3c([nH]c(C(=O)OC4CCCCCC4)c3C)C2)cc1 (stereo unspecified) | -4% | 11%[59 µM] | 16% | -9% | 8% | 34% | -4% | 3% | 2%
COc1ccc(S(=O)(=O)N2CCN(CC(=O)Nc3cc(C(F)(F)F)ccc3Cl)CC2)cc1 | -16% | -4% | 5% | -5% | -4% | 42%[activator] | 9% | 9% | 2%
CS(=O)(=O)c1cccc(C(=O)OCC(=O)NC(=O)Nc2ccccc2F)c1 | -17% | · | 20% | · | -3% | 18%[57 µM] | · | 2% | -2%
CCC(C)N(C(=O)COC(=O)c1cn(CC)c2nc(C)ccc2c1=O)C1CCS(=O)(=O)C1 (stereo unspecified) | -1% | 31%[59 µM] | 15% | 3% | 1% | 18% | 6% | -1% | -8%
Cc1ccc(Cn2c(NCCCn3ccnc3)nc3c2c(=O)n(C)c(=O)n3C)cc1 | -23% | 7% | 0% | 3% | -5% | 11% | 3% | 11% | -7%
Cc1ncc(CN2CCN(C(C)C)C(CCO)C2)s1 (stereo unspecified) | -6% | · | 13% | -2% | 4% | 44%[activator] | 5% | 0% | 2%
C=CCn1c(SCC(=O)NC(=O)c2cccn2C)nc2ccccc2c1=O | -8% | -13% | ? | -2% | ? | 29% | -13% | 0% | -3%
Nc1nn2cc(-c3ccccc3)nc2c2ccccc12 | -19% | -8% | 104%[activator] | -1% | 1% | 51% | -24% | 1% | -11%
Cn1c(SCC(=O)Nc2ccc3nc(SCC(=O)N4CCCC4)sc3c2)nnc1-c1ccccc1 | ? | ? | ? | -27% | ? | 17% | 56µM* | -2% | -26%
Cc1cc(C)cc(NC(=O)Cn2cc(C(=O)c3ccncc3)c(=O)c3cc(C)c(C)cc32)c1 | -25% | -11%[59 µM] | 11% | -2% | 25% | 21%[57 µM] | -21% | 1% | ·
Cc1ccc(C)c(Nc2cc(C(=O)NC3CCCC3)c3ccccc3n2)c1 | -16% | -21%[59 µM] | ? | -3% | -12% | 17% | · | 0% | 1%
(listing goes on)
SMILES | JMJD2A Tudor inh | G9a block | POLI inh | BLM inh | Pin1 inh | HP1b binding inh | BAZ2B inh | GLS inhibitor | Tb PGK inh
COc1ccc(CNC(C)C(=O)Nc2ccc3ccccc3c2)cc1OC (stereo unspecified) | 2% | -1% | 56%[activator] | 3% | 5% | 13% | -19% | 0% | 1%
CC1CCCN(c2ccc(C(=O)NCc3ccc4c(c3)OCO4)cc2[N+](=O)[O-])C1 (stereo unspecified) | ? | 14µM* | -5% | -12% | 2% | ? | ? | -12% | i
CC1CCN(c2oc(-c3cccc4ccccc34)nc2C#N)CC1 | -13% | ? | -11% | -2% | -6% | -5% | -38% | -15% | 1%
CC(=O)Nc1ccc(NC(=O)CC(NC(=O)c2ccccc2)c2ccccc2)cc1 (stereo unspecified) | -13% | 36% | -3% | -5% | 4% | 16% | -6% | 9% | 2%
O=C(Cn1ccc(=O)[nH]c1=O)Nc1ccc(O)c([N+](=O)[O-])c1 | -16% | · | ? | · | 5% | 6%[57 µM] | · | 3% | -5%
O=C(O)CSc1ccc(S(=O)(=O)N2CCCC2)cn1 | -1% | -37%[2.33 µM] | ? | · | 4% | 31% | 1% | 2% | 0%
Cn1c(Cc2cccs2)nnc1SCC(=O)N1CCc2ccccc21 | 1% | -24%[12.7 µM] | 32%[activator] | 2% | 4% | 37% | 6% | 0% | 1%
CC(C)Sc1nnc(-c2c[nH]c3ccccc23)n1C | -20% | -5% | -14% | -6% | -2% | 12% | 1% | 0% | -5%
Cc1nc(NC2CCCC2)sc1C(=O)N(C)C | 0% | 6% | ? | 0% | -5% | 2% | ? | 6% | -5%
C=C(Br)Cn1c(CCCC)nc2ccccc21 | 14% | 3%[12.7 µM] | -2% | -12% | -3% | 71%[activator] | 3% | -7% | 7%
O=C(NCc1ccco1)c1cc(-c2cccs2)on1 | -19% | -45% | 20% | -2% | -2% | 17% | -10% | 4% | 0%
O=c1oc(-c2ccc(F)cc2)nc2ccsc12 | -14% | -27% | -6% | -2% | 1% | 37% | 1% | -6% | i
Cc1ccc(NC(=S)N(CCN(C)C)Cc2cc3cccc(C)c3[nH]c2=O)cc1 | -23% | -8% | -2% | 6% | 1% | -2% | -5% | 21% | -2%
COCCOC(=O)c1c(NC(=O)CNCc2ccco2)sc(C(N)=O)c1C | -22% | -4% | ? | -29% | 0% | 32% | -2% | 14% | 1%
CC(C)c1ccc(OCC(=O)N(Cc2ccccc2)c2ccccn2)cc1 | 62%[activator] | 10%[59 µM] | 9% | -2% | ? | 89%[activator] | 53%[activator] | 4% | 8%
CCOc1cc(C2C3=C(CC(C)(C)CC3=O)Nc3n[nH]c(C)c32)ccc1O (stereo unspecified) | -3% | -34% | -9% | 2% | -11% | 33% | -19% | 1% | -8%
COc1ccc(CNC(=O)COC(=O)c2ccc3c(c2)OCCO3)cc1 | -9% | -10%[59 µM] | 5% | -5% | 2% | 27% | 15% | -1% | 2%
Cc1cc(F)ccc1S(=O)(=O)Nc1ccccc1C(=O)NCc1cccnc1 | -7% | -31% | 150%[activator] | 0% | -3% | 41%[activator] | -25% | 2% | i
CCCC[C@H]1CCCO[C@@](C(=O)NCc2ccccc2)(C(F)(F)F)C1 | 25% | · | ? | 2% | -2% | 45%[activator] | · | · | ·
CCc1nnc(NC(=O)c2cccc(S(=O)(=O)N3CCN(c4ccccc4)CC3)c2)s1 | -28% | 9%[59 µM] | 3% | -18% | 27% | 40%[activator] | -2% | -2% | i
Cc1ccc(C2=N/C(=C\c3ccc(OS(=O)(=O)c4ccc(C)cc4)cc3)C(=O)O2)cc1 | -17% | 20%[59 µM] | -13% | 0% | · | -5% | -4% | 12% | -3%
Cc1nc(-c2ccc(C(=O)N3CCOCC3)cc2)cs1 | -10% | 0% | 13% | -4% | 0% | 13% | -12% | 4% | -18%
Cc1cc(OCC(O)CN2CCN(C)CC2)ccc1C(C)C (stereo unspecified) | -16%&-14% | 89µM* | 11%&8% | 4% | 9%&-8% | 12%&21% | -2% | -9%&-8% | 2%
CN(C)/C=C1\C(=O)Oc2ccccc2C1=O | -18% | · | -23% | · | 2% | 27% | · | 47%[activator] | i

In the list so far, these contain a nitro group on carbon.
SMILES | JMJD2A Tudor inh | G9a block | POLI inh | BLM inh | Pin1 inh | HP1b binding inh | BAZ2B inh | GLS inhibitor | Tb PGK inh
CC1CCCN(c2ccc(C(=O)NCc3ccc4c(c3)OCO4)cc2[N+](=O)[O-])C1 (stereo unspecified) | ? | 14µM* | -5% | -12% | 2% | ? | ? | -12% | i
O=C(Cn1ccc(=O)[nH]c1=O)Nc1ccc(O)c([N+](=O)[O-])c1 | -16% | · | ? | · | 5% | 6%[57 µM] | · | 3% | -5%
